PGK inhibitor = qHTS Assay to Find Inhibitors of Phosphoglycerate Kinase. Phosphoglycerate kinase, glycosomal (Trypanosoma brucei brucei), P07378. Potency, µM (series often up to 57.5 µM), without a hit: at the top dose activity change, negative = inhibition, hits mostly inhibitors. 380,000 compounds, 0.043% hits. PGK/GAPDH coupled, Kinase-Glo luminescence, 60 min; further: on the % scale 0 is the no-effect control and ±100 the full control effect; nearly all actives have a fitted effect of over 60% in size
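Luminescent ATP detection (Kinase-Glo Plus) follows a 60-minute room-temperature incubation, with wells lacking PGK as controls. Buffer: 100 mM TEA (pH 7.6), 5 mM MgCl2, 0.01% Tween-20. Coupling enzyme GAPDH (100 nM final) supplies unstable 1,3-BPG in-well.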
12-LOX inh = Primary qHTS assay for inhibitors of human arachidonate 12S-lipoxygenase (ALOX12): Round 2; Polyunsaturated fatty acid lipoxygenase ALOX12 (Homo sapiens), P18054; purified 12hLO, xylenol orange hydroperoxide absorbance; Potency, µM (titrated, usually from 108 µM), inactives show at the highest dose activity change, negative = inhibition, most hits filed as inhibitors; 580,000 compounds, 1.1% hits; AID 1671190, 2021; further: on the % scale 0 is the no-effect control and ±100 the full control effect
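Hydroperoxide product was detected by ferrous iron/xylenol orange as the 573 to 405 nm absorbance ratio. Arachidonic acid at 40 uM (final) was turned over for 30 min at room temperature by 150 nM human 12hLO, pH 7.0 Hepes buffer, after 15 min compound preincubation.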
JMJD2A Tudor inh = qHTS Assay for Inhibitors of JMJD2A-Tudor Domain. Lysine-specific demethylase 4A (Homo sapiens), O75164. AlphaScreen JMJD2A-Tudor / H3K4me3 peptide binding. Potency, µM (doses to about 114 µM), for the others: at the highest dose activity change, negative = inhibition, actives largely listed as inhibitors. 390,000 compounds, 4.4% hits; further: on the % scale 0 is the no-effect control and ±100 the full control effect; nearly all actives have a fitted effect of over 50% in size
HP1b chromo inh = HTS for Inhibitors of HP1-beta Chromodomain Interactions with Methylated Histone Tails | AID 540317, 2011 | AlphaScreen HP1-beta / biotin-H3K9me3 peptide binding | Chromobox protein homolog 1 (Homo sapiens), P83916 | Potency, µM (highest dose often 114 µM), inactives show top-dose activity change, negative = inhibition, most hits filed as inhibitors | 390,000 compounds, 0.56% hits; further: nearly all actives have a fitted effect of over 70% in size; inactives centre near 23
Target sequence (P83916 whole entry, looked up): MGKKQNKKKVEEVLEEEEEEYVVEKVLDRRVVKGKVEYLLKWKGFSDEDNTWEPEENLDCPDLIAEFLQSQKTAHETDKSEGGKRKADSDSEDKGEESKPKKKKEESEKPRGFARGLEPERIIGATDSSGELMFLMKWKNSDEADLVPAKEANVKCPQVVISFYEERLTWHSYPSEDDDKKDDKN
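Compound inhibition of the preformed complex between 50 nM HP1-beta and 50 nM biotinylated H3K9me3 peptide was read by AlphaScreen. Buffer was PBS pH 7.4 with 0.01% Tween-20. Incubations ran 30 min at room temperature, with 10 ug/mL donor/acceptor beads.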
Pin1 inh = qHTS Assay to Find Inhibitors of Pin1. AID 504891, 2011. 390,000 compounds, 0.009% hits. Peptidyl-prolyl cis-trans isomerase NIMA-interacting 1 (Homo sapiens), Q13526. Pin1 FP peptide displacement, HiFluor488, 10 min. Potency, µM (highest dose often 115 µM), for the others: top-dose activity, negative = inhibition, hits mostly inhibitors; active means well fitted inhibition curve with a large enough effect in the polarisation, with a control signal flat, not every such curve was filed as active; inconclusive means small, poorly fitted or top-dose-only effect, or effect the other way, or a change in a side signal; inactive means no such curve, though single readings can be large or run the other way; the % refers to the polarisation; further: on the % scale 0 is the no-effect control and ±100 the full control effect
Target sequence (Q13526 whole entry, looked up): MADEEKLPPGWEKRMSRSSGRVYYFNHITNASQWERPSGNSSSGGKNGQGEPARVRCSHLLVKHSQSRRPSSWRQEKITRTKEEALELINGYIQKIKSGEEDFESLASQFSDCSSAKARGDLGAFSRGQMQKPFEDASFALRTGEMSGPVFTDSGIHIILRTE
ERG-DNA inh = qHTS for Small Molecule Inhibitors of the ERG Ets/DNA interaction | Transcriptional regulator ERG (Homo sapiens), P11308 | fluorescence polarization, His-ERG Ets domain / labelled DNA | Potency, µM (series often up to 76.9 µM), inactives show top-dose FP activity, negative = inhibition, actives largely listed as inhibitors | 370,000 compounds, 0.028% hits | AID 624246, 2012; active means well fitted inhibition curve with a large enough effect in the polarisation, with a control signal flat; inconclusive means small, poorly fitted or top-dose-only effect, or effect the other way, or a change in a side signal; inactive means no such curve, though single readings can be large or run the other way; the % refers to the polarisation;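 further: polarization taken with two DNA probes labelled with fluorescein and Texas red; % of control where 0% means no effect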
Target sequence (P11308 whole entry, looked up, the tested form may be a part): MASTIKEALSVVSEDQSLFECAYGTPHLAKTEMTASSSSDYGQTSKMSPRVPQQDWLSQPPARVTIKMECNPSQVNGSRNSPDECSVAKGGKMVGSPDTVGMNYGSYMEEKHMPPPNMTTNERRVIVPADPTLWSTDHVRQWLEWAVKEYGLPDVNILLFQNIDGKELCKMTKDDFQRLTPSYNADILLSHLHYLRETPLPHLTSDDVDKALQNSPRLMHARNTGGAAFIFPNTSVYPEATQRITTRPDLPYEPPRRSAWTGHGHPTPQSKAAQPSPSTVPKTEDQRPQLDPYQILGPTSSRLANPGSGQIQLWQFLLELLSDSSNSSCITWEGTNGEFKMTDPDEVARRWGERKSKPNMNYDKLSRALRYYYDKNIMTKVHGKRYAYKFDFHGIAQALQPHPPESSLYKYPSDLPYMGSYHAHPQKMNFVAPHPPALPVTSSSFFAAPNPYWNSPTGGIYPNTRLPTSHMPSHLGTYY
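His-tagged ERG Ets domain (1 uM in the protein solution; 300mM KCl, 50mM Tris-HCl, 1mM EDTA, 1mM DTT, pH 7.5) received compound, then a probe mix of 5 nM fluorescein-DNA and 100nM Texas-615-DNA. Fluorescence polarization was read for both dyes.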
RGS4 inhibitor = Inhibitors of Regulator of G Protein Signaling (RGS) 4: qHTS; Transcreener GDP fluorescence polarization, RGS4-accelerated GTP hydrolysis; Potency, µM (doses to about 114 µM), inactives show at the highest dose activity change, negative = inhibition, actives largely listed as inhibitors; 390,000 compounds, 0.039% hits; Regulator of G-protein signaling 4 (Homo sapiens), P49798; further: on the % scale 0 is the no-effect control and ±100 the full control effect; nearly all actives have a fitted effect of over 75% in size; some results filed as inactive show a strong effect at the top dose
Target sequence (P49798 whole entry, looked up): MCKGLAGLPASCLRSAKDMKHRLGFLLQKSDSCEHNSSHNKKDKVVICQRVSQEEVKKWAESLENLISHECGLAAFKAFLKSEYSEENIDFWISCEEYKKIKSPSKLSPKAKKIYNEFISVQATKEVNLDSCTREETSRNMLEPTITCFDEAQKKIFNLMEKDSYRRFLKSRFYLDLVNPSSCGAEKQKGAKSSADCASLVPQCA
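MLSMR compounds (23 nl, pin-transferred) preincubated 10 min at room temperature with a 500nM (2x) first reagent, then RGS4 at 900nM (2x) plus Transcreener GDP mix added; fluorescence polarization (620/688 nm) read before and after 90 min at 30 °C.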
GLS inhibitor = qHTS for Inhibitors of Glutaminase (GLS); Potency, µM (series often up to 45.5 µM), for inactives: top-dose activity change, negative = inhibition, actives largely listed as inhibitors; 410,000 compounds, 0.21% hits; GLS enzymatic activity, qHTS titration; Glutaminase kidney isoform, mitochondrial (Homo sapiens), O94925; further: on the % scale 0 is the no-effect control and ±100 the full control effect
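Enzyme dispensed in phosphate buffer (45 mM, pH 8.2, 0.02% Tween-20), compounds pinned in, then 1 mM L-glutamine solution and the glutamate oxidase–HRP–Amplex Red mix added; fluorescence read immediately and again after 30 min at room temperature.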
TrxR1 inh = qHTS Assay for Inhibitors of Mammalian Selenoprotein Thioredoxin Reductase 1 (TrxR1): qHTS | recombinant rTrxR1, NADPH fluorescence consumption, selenite substrate | 390,000 compounds, 1% hits | AID 588453, 2011 | Potency, µM (titrated, usually from 114 µM), without a hit: at the top dose activity change, negative = inhibition, actives largely listed as inhibitors | Thioredoxin reductase 1, cytoplasmic (Rattus norvegicus), O89049; further: on the % scale 0 is the no-effect control and ±100 the full control effect; nearly all actives have a fitted effect of over 65% in size
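Rat TrxR1 (90 nM in the dispensed reagent) was pre-reduced with 400 uM NADPH for 5 min at room temperature, then incubated with compound for 15 min. After 400 uM selenite was added, NADPH fluorescence (Ex 340/Em 450 nm) was followed for 8 min.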
An asterisk follows results filed as active; i = inactive; ? = inconclusive; · = not tested or not shown; & = joins results of further samples; [ ] = another dose, or the depositor's remark. Unless noted, the call rests on the fitted dose curve; in most records, active means well fitted curve in the direction sought with a large enough effect; inconclusive means small, poorly fitted or top-dose-only effect, or another doubt; inactive means no such curve, though single readings can be large; an effect the other way counts as inactive or inconclusive. Potency means the concentration at half of the fitted maximal effect. The list is partial, so the mix of outcomes need not match the whole.

Molecule	PGK inhibitor	12-LOX inh	JMJD2A Tudor inh	HP1b chromo inh	Pin1 inh	ERG-DNA inh	RGS4 inhibitor	GLS inhibitor	TrxR1 inh
CC(C)(CNC(=O)c1cc(=O)[nH]c2ccccc12)N1CCOCC1	3%	13%	-6%[11.4 µM]	-16%	-8%	0%	-11%[11.4 µM]	-3%	6%[57.1 µM]
COCCNC(=O)c1ccc(C(=O)NCCOC)s1	-4%	26%	-11%	6%	2%	6%	-2%	-2%	0%[57.1 µM]
Cc1c2cnn(CC(=O)NCCN3CCOCC3)c(=O)c2c(C)n1Cc1ccccc1	-7%	30%	-14%	29%	-1%	-17%	0%	-7%	-5%[57.1 µM]
Cc1ccccc1Nc1c(-c2ccc(Br)o2)nc2ccc(Cl)cn12	4%	?	-9%	19%	-14%	-2%	7%	0%	-17%
CCc1noc(C)c1C(=O)OCC(=O)NC(=O)c1ccccc1	5%	-7%	3%	36%	3%	-4%	11%	-3%	1%
CC1(C)CCN2CCC(C)(C)c3c(O)ccc1c32	8%	?	56µM*	?	?	87%[activator]	?	0%	?
COc1ccc(-c2cnn3c(N)c(S(=O)(=O)c4ccccc4)cnc23)cc1	3%	3%	33%	47%[activator]	?	10%	-12%	1%	1%
CCOC(=O)c1c(NC(=O)CCCOc2ccc(C)cc2)sc2c1CCC(C)C2 (stereo not given)	-1%	-19%	24%	42%[activator]	?	-5%	-24%	1%	1%
O=C(CCc1ccncc1)N1CCCC(Nc2ccc(F)c(F)c2)C1 (stereo not given)	-3%	4%	-13%	23%[57 µM]	1%	14%	-3%	21%	9%
O=[N+]([O-])c1ccc(OCC(O)CNC2CCCC2)cc1 (stereo not given)	i	-3%	-13%	30%	-11%	-7%	-10%	2%	14%
Cc1cccc(N(C(=O)CCC(=O)Nc2nccs2)C(C(=O)NC(C)(C)C)c2ccc(O)cc2)c1 (stereo not given)	4%	-10%	-7%	20%	-13%	3%	-5%	8%	3%
c1n[nH]c(SCCCCSc2ncn[nH]2)n1	-2%	157%[activator]	9%	31%	1%	1%	-7%	2%	-1%
CN(Cc1nc(-c2ccncc2)no1)S(=O)(=O)c1ccccc1	4%	12%	-6%[11.4 µM]	43%[activator]	-15%	-3%	5%[11.4 µM]	11%	0%[57.1 µM]
CC(C(=O)N1CCOCC1)N1C(=O)c2cccc3cccc(c23)C1=O (stereo not given)	·	-12%	-1%	24%	-3%	-2%	3%	-3%	4%
CCn1cc(/C=C(\NC(=O)c2ccccc2OC)C(=O)NCCCN2CCOCC2)c2ccccc21	-1%	-18%	-13%	11%	4%	-4%	-23%	17%	2%
CCOC(=O)C(C)NC(=O)C1CCN(c2ncnc3c2nc2n3CCCCC2)CC1 (stereo not given)	i	0%	-1%	24%	2%	4%	-40%	4%	10%
Cc1ccc(C)c(SCC(=O)N(C)CC(=O)Nc2ccc(N3CCOCC3)cc2)c1	-10%	-25%	-17%	8%	1%	15%	10%	20%	-4%
CCN(CC)c1nc(SCC(=O)O)nc(N(CC)CC)n1	i	-1%	-2%	57%	4%	4%	0%	-2%	-2%[57.1 µM]
CCCCN(C(=O)CSc1nncn1-c1ccccc1)c1c(N)n(Cc2ccccc2)c(=O)[nH]c1=O	·	-20%	-8%	66%[activator]	-2%	10%	-32%	5%	27%
CN(C/C=C/c1ccccc1)Cc1cccc2ccccc12	-9%	-21%	10%	64%[activator]	2%	4%	-25%	4%	29%
COc1ccc(CNC(=O)c2ccc3c(c2)N(Cc2ccccc2)CCS3)cc1	-4%	-18%	-28%	16%	2%	1%	19%	-6%	73%[activator]
Cc1cccc(NC(=O)C2CCCN(S(=O)(=O)c3cccc4nonc34)C2)c1 (stereo not given)	8%&-5%	13%&-25%	-10%&-2%	7%&28%	42%&56%[activator]	5%&-3%	-16%&-7%	18%&-8%	13%&8%
CCOC(=O)C1CCCN(C(=O)c2cn(C)c3ccc(S(=O)(=O)N(C)C)cc3c2=O)C1 (stereo not given)	-9%	298%[activator]	-2%	35%[activator]	0%	-4%	31%	0%	6%
O=[N+]([O-])c1ccc(-c2cn(-c3ccc(Cl)cc3)c(=S)[nH]2)cc1	-1%	-2%	-3%	25%	8%	·	-35%	-3%	4%
CCC1=NN(C(=O)Cc2ccc([N+](=O)[O-])cc2)C(O)(c2ccncc2)C1 (stereo not given)	-1%	13%	-8%	35%	2%	-4%	-4%	1%	-1%[57.1 µM]
CCc1ccc(-n2c(-c3ccccc3)c(C)n3c4c(=O)n(C)c(=O)n(C)c4nc23)cc1	7%	-20%	0%	19%	1%	-1%	0%	-13%	10%
CC1(c2ccc(Cl)cc2Cl)OCC(Cn2ccnc2)O1 (stereo not given)	9%	?	-17%[11.4 µM]	?	0%	?	-12%[11.4 µM]	93%[activator]	-3%[57.1 µM]
CSc1nc(N)nc2c1ncn2CC(=O)NCCCN1CCCC1=O	2%	15%	-9%	24%	-11%	-3%	11%	16%	5%
O=C(Nc1ccccc1)c1cc(S(=O)(=O)N2CCOCC2)cs1	4%[11.5 µM]	0%	-10%	14%	3%	·	27%	3%	14%
COc1ccc(NC(=O)C2CCCN(S(=O)(=O)c3ccc4c(c3)CCCC(=O)N4)C2)cc1OC (stereo not given)	2%	-13%	-10%	26%	-2%	9%	-8%	1%	7%
Cc1ccc(CNC(=O)COC(=O)c2ccc(S(=O)(=O)N(C)C)cc2)cc1	-4%	5%	-7%	17%	-2%	-6%	-11%	0%	9%
CCc1ccc(Nc2sc(C(=O)c3ccccc3)c(N)c2S(C)(=O)=O)cc1	i	-17%	?	13%	16%	7%	-23%	-3%	1%
COc1ccc(-c2c(-c3cc(OC)cc(OC)c3)n(C)c3ccc(-c4ccc(OC)c(F)c4)cc23)cc1	4%	-10%	-27%	19%	-3%	3%	6%	1%	6%[57.1 µM]
Nc1ccc(S(=O)(=O)NCC2CCCCO2)cc1 (stereo not given)	4%	-8%	-9%	19%[57 µM]	5%	0%	9%	4%	-2%[2.29 µM]
C=CCNC(=O)/C(=C\c1ccco1)NC(=O)c1ccco1	-4%	-22%	-3%	33%	-10%	-10%	-4%	-6%	6%[57.1 µM]
CN1CCN(C(=O)c2cc3cc(Cl)ccc3[nH]2)CC1	-1%	?	-14%	22%	-6%	4%	-3%	0%	22%
CC(C)C(=O)Nc1sc2c(c1C(N)=O)CCN(Cc1ccccc1)C2	6%	37%[activator]	-17%	18%	?	-3%	9%	-5%	5%[57.1 µM]
O=c1c(S(=O)(=O)c2ccccc2)cn(Cc2ccc(F)cc2)c2cc(N3CCOCC3)c(F)cc12	-5%	-4%	-3%	25%	7%	-1%	-9%	-1%	6%
COc1cccc(NC(=O)C2CCN(c3nnc(-n4c(C)ccc4C)s3)CC2)c1	·	-4%	-28%	1%	0%	2%	14%	-3%	-22%
O=C(c1cn(-c2ccccc2)nc1-c1ccc(Cl)s1)N1CCOCC1	-8%	0%[57.4 µM]	-3%	16%	-6%	-2%	-19%	6%	9%

A different layout for some results above:
Fields: PGK inhibitor | 12-LOX inh | JMJD2A Tudor inh | HP1b chromo inh | Pin1 inh | ERG-DNA inh | RGS4 inhibitor | GLS inhibitor | TrxR1 inh
> CN1CCN(C(=O)c2cc3cc(Cl)ccc3[nH]2)CC1
→ -1% | ? | -14% | 22% | -6% | 4% | -3% | 0% | 22%
> O=c1c(S(=O)(=O)c2ccccc2)cn(Cc2ccc(F)cc2)c2cc(N3CCOCC3)c(F)cc12
→ -5% | -4% | -3% | 25% | 7% | -1% | -9% | -1% | 6%
> Nc1ccc(S(=O)(=O)NCC2CCCCO2)cc1 (stereo not given)
→ 4% | -8% | -9% | 19%[57 µM] | 5% | 0% | 9% | 4% | -2%[2.29 µM]
> O=C(c1cn(-c2ccccc2)nc1-c1ccc(Cl)s1)N1CCOCC1
→ -8% | 0%[57.4 µM] | -3% | 16% | -6% | -2% | -19% | 6% | 9%
> CC(C)C(=O)Nc1sc2c(c1C(N)=O)CCN(Cc1ccccc1)C2
→ 6% | 37%[activator] | -17% | 18% | ? | -3% | 9% | -5% | 5%[57.1 µM]

From PubChem
